Screening results from PubChem BioAssay.
Anthrax LF prot: inhibitors of Bacillus anthracis lethal factor protease; inhibition, % at 10 µM; 0.12% of 360,000 active; AID 588501; P15917; multiplex microsphere protease cleavage assay, LF; further: plate controls were buffer without enzyme for full effect and enzyme alone for no effect
Target sequence (P15917 whole entry, looked up): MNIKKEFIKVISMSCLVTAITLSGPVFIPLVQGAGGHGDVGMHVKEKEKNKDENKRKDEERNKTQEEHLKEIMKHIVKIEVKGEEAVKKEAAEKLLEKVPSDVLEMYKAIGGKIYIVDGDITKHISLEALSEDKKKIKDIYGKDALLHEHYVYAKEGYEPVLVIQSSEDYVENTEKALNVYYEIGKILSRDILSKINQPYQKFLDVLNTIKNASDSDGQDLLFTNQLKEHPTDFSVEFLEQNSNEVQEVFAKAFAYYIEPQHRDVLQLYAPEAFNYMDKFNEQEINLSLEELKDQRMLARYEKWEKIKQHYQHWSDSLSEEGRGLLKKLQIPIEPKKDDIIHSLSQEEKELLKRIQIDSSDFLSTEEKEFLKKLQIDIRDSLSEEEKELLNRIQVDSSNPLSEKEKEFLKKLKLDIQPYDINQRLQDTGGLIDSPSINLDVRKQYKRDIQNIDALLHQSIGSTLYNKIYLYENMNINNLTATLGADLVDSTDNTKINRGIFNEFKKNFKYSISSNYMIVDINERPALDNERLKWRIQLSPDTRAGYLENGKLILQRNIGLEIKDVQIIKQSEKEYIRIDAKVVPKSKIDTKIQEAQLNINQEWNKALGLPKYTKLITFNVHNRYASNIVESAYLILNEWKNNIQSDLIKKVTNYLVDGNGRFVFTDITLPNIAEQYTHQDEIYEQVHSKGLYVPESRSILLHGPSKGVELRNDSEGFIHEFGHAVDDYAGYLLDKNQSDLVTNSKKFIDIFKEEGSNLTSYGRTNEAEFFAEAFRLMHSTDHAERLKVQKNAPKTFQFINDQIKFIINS
GDH-TPI counter: counter-screen for M. tuberculosis FBA inhibitors: GDH-TPI coupled enzymes | 1.2% of 360,000 active | GDH-TPI coupled enzyme counterscreen, NADH absorbance | inhibition, % at 4.8 µM; in the data active means inhibition above about 30%;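 further: 0% = DMSO wells and 100% = wells lacking the enzyme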
FadD28 FP inh: blocks FadD28 binding to the bisubstrate probe; 0.22% of 360,000 active; AID 588549; fluorescence polarization; inhibition, % at 12.5 µM; in the data active means inhibition above about 8.5%, passing the limit was not always enough; inconclusive means no clear call, values can overlap the other calls
Mtb FBA inh: inhibits M. tuberculosis FBA enzyme. P9WQA3. purified M. tuberculosis FBA, fluorescence read-out. inhibition, % at 1 µM. 2.3% of 360,000 active. AID 588726; in the data active means inhibition above about 27%;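 further: 0% = vehicle and 100% = reference inhibitor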
BoNT F protease: inhibitors of Botulinum neurotoxin F light chain protease; Multiplex microsphere protease cleavage assay, flow cytometry; AID 588497; 0.22% of 360,000 active; inhibition, % at 10 µM; in the data active means inhibition above about 35%, passing the limit was not always enough; inconclusive means no clear call, values can overlap the other calls; further: plate controls were buffer without enzyme for full effect and enzyme alone for no effect
Mtb UGM inh: Mtb UDP-galactopyranose mutase inhibition; purified UGM, fluorescence polarization probe displacement; inhibition, % at 10 µM; 0.06% of 320,000 active; AID 504406; in the data active means inhibition above about 10%, passing the limit was not always enough; inconclusive means no clear call, values can overlap the other calls
Mtb BioA inh: blocks M. tuberculosis BioA enzyme activity. purified M. tuberculosis BioA enzyme, plate reader. inhibition, % at 9.99 µM. 0.096% of 360,000 active. AID 602481; in the data active means inhibition above about 40%; inconclusive means no clear call, values can overlap the other calls
BoNT-A LC inh2: BoNT A light chain protease inhibition; multiplex microsphere protease substrate cleavage, flow cytometry; inhibition, % at 10 µM; 0.17% of 360,000 active; AID 588499; further: plate controls were buffer without enzyme for full effect and enzyme alone for no effect
PfHsp40 yeast: restores yeast growth despite PfHsp40 toxicity; growth rescue, % at 12.5 µM; 0.68% of 340,000 active; S. cerevisiae expressing PfHsp40, growth rescue, ATP luminescence; in the data active means growth rescue above about 28%, passing the limit was not always enough; inconclusive means no clear call, values can overlap the other calls;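 further: yeast W303a lacking pdr1 and pdr3 grown in galactose medium; growth measured after three days at 30 °C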
* = called active by the depositor; ? = inconclusive; . = no result given. Unless noted, no stated cut-off is given here; in the data, active means inhibition above about 30%; inconclusive means no clear call, values can overlap the other calls; inactive means below that.

SMILES | Anthrax LF prot | GDH-TPI counter | FadD28 FP inh | Mtb FBA inh | BoNT F protease | Mtb UGM inh | Mtb BioA inh | BoNT-A LC inh2 | PfHsp40 yeast
COc1ccccc1C(=O)N1CCCC1(C#N)c1ccccc1 (configuration not stated) | -3 | 1 | 0.1 | -1 | -1 | 2.7 | -1.4 | -0.4 | -0.9
O=C(NCc1ccc2c(c1)OCO2)C1Cc2ccccc2CN1C(=O)c1ccco1 (configuration not stated) | 0 | -13 | -2.8 | 1 | -4 | -1.6 | . | -0.9 | -0.9
O=S(=O)(Nc1nc2ccccc2nc1Cl)c1ccc(F)cc1 | -4 | 7 | -4.0 | 0 | -5 | -3.7 | -3.0 | 0.3 | 0.4
COc1ccc(OCCCC(=O)Nc2ccc(N3CCCCC3)cc2)cc1 | 0 | -8 | -3.6 | 4 | 4 | 1.0 | . | -0.9 | -0.2
Cc1cc(C)c(C)c(S(=O)(=O)NC(C)C(=O)O)c1C (configuration not stated) | 1 | 2 | 0.0 | 0 | -6 | -0.2 | -0.3 | 0.8 | -1.4
Cc1ccc(Nc2nc(-c3sc(NC(=O)c4ccccc4)nc3C)cs2)cc1 | -2 | 14 | -4.7 | 1 | -6 | 2.4 | -1.3 | 1.9 | 1.6
COCC(C)NC(=O)NC1(C(F)(F)F)Oc2ccc(Cl)cc2O1 (configuration not stated) | -4 | -8 | -1.0 | 2 | 0 | 3.2 | -1.6 | 0.5 | -0.4
O=S(=O)(NCC(Nc1ccc(Cl)cc1)c1ccccc1)c1ccc(Cl)cc1 (configuration not stated) | -2 | 5 | -2.8 | -3 | -3 | -3.5 | -0.9 | 0.3 | -0.5
CN1CCc2c(sc3c2c(=O)n(-c2ccccc2)c2nnc(SCc4ccccc4)n32)C1 | -3 | 12 | -3.3 | 3 | -23 | 0.6 | 2.8 | -1.2 | 0.1
CCOC(=O)C1=C(COC(=O)C(CC)Oc2ccccc2)NC(=O)NC1C (configuration not stated) | . | 3 | -3.7 | -2 | . | 2.6 | . | . | 1.5
CC(C)C[C@H]1CN([C@@H](Cc2ccccc2)CN2CCC[C@@H]2CN2C(=O)C(=O)NC[C@@H]2Cc2ccccc2)C(=O)C(=O)N1CC1CCCCC1 | 6 | . | -5.0 | -1 | -4 | . | 3.9 | -0.5 | .
CCOC(=O)CCC(=O)NNC(=O)COc1ccc(C(C)C)cc1Br | -1 | 1 | -0.7 | 1 | -7 | 1.5 | 1.4 | 0.9 | -0.6
COc1ccccc1-c1cn(-c2ccccc2)c(=S)[nH]1 | 8 | -1 | -1.7 | 7 | 3 | 0.0 | -1.7 | -3.2 | -0.1
O=C(CN1C(=O)C2CC=CCC2C1=O)Nc1ccc(-c2nnc3n2CCCCC3)cc1 (configuration not stated) | -8 | -7 | -0.7 | 3 | -4 | 2.4 | 0.1 | -1.3 | -2.0
Cc1ccc(S(=O)(=O)N2[C@@H](c3cccc(Cl)c3)C(C(=O)OC(C)(C)C)=CC[C@H]2c2cccc(Cl)c2)cc1 | 5 | . | -1.2 | 2 | 4 | . | -0.8 | -0.1 | .
COc1ccccc1C1=NOC(C)(c2nnc(-c3cccc(Cl)c3)o2)C1 (configuration not stated) | 4 | 2 | -5.6 | -1 | -9 | 0.1 | -0.6 | -0.4 | 0.0
O=C(NCCc1ccc(Cl)cc1)C1CCCN(S(=O)(=O)c2cnc[nH]2)C1 (configuration not stated) | -18 | 13 | -2.7 | 2 | -55 | 0.8 | -0.8 | -3.5 | -0.3
CC(C)(C)n1cnc2cc(NC(=O)c3ccc(Cl)cc3)ccc21 | 4 | -2 | -4.2 | -1 | ? | 4.8 | 10 | 2.1 | -2.0
O=C(CS(=O)CC(=O)Nc1ccc(Cl)cc1)NCC1OCCc2ccccc21 (configuration not stated) | -3 | -6 | -3.2 | -14 | 3 | . | -0.3 | 0.1 | 0.1
COc1ccc(/C=N/n2cncn2)cc1Cn1nc(C)c([N+](=O)[O-])c1C | 5 | -8 | -0.2 | 5 | 25 | -0.8 | -2.1 | 6.0 | -0.5
Cc1c(Cc2ccccc2)c(=O)n2c([nH]c3ccccc32)c1C#N | -3 | 3 | 0.2 | 133* | 0 | -3.0 | -1.0 | -1.9 | -0.2
CCN(Cc1ccccc1)S(=O)(=O)c1cc(C(=O)NCCCN(C)C)ccc1OC | 0 | 4 | -0.2 | -1 | -1 | 0.4 | -0.7 | -1.1 | -0.3
O=C(Nc1ccc(F)cc1)C(=O)c1cn(CC(=O)N2CCOCC2)c2ccccc12 | -1 | 28 | -7.6 | -1 | -2 | -0.3 | 3.2 | 1.9 | -1.2
CSc1ccc(/C=C(/NC(=O)c2ccccc2)C(=O)N2CCN(C)CC2)cc1 | -6 | 18 | -0.6 | -3 | -2 | -1.5 | . | -0.7 | -0.8
COc1cc(CC(=O)Nc2cccc(SC)c2)cc(OC)c1OC | -3 | 7 | -0.3 | -1 | 1 | -3.0 | . | 0.1 | -0.3
Cc1cccc(Oc2nc3ccccn3c(=O)c2/C=C(\C#N)C(=O)NC2CCS(=O)(=O)C2)c1C (configuration not stated) | 1 | 8 | -0.7 | 51* | -6 | -1.8 | 0.2 | 0.5 | -2.7
c1ccc(-c2csc(Cc3nnc4n3CCCCC4)n2)cc1 | 2 | -9 | -1.0 | 4 | 4 | -5.6 | 3.3 | 1.0 | -1.9
Cc1cc(C(=O)Nc2nnc(-c3ccccc3)s2)no1 | 5 | 32* | -1.9 | -3 | 2 | 3.6 | -0.8 | 0.1 | -2.1
O=C(NCc1ccccn1)c1cc(Cl)ccc1OCc1ccccc1 | 4 | -1 | -10 | -1 | -6 | 3.5 | 12 | -0.7 | 1.6
CCOC(=O)c1c(C)n(CC(COC(C)=O)OC(C)=O)c2ccc(OC(C)=O)cc12 (configuration not stated) | -2 | 14 | 0.1 | -4 | -8 | 0.3 | 0.5 | -0.5 | -0.4
O=C(CSc1nc2ccccc2n1S(=O)(=O)c1cccc([N+](=O)[O-])c1)NCc1cccs1 | 1 | 0 | -1.5 | -8 | -3 | -0.5 | 0.7 | 0.1 | 0.6
CCC(C)OC(=O)C(C)Oc1ccc(-c2ccccc2)cc1 (configuration not stated) | -1 | -2 | -3.4 | -1 | 12 | -1.5 | -1.3 | 0.2 | 0.8
CC(C)Oc1ccc(F)cc1-c1cc(C(=O)Nc2ccccc2)[nH]n1 | 5 | 19 | -1.5 | 2 | -1 | . | -4.8 | -0.5 | .
O=C(CSc1nc2ccccc2c(=O)n1CC1CCCO1)NCc1ccccc1 (configuration not stated) | -5 | 2 | -2.2 | 2 | -10 | -3.0 | -0.2 | -1.0 | 0.3
COc1ccc(CCNC(=O)c2ccc(CNc3c(N4CCOCC4)c(=O)c3=O)cc2)cc1OC | 1 | -4 | -3.2 | 10 | -4 | -0.4 | . | -0.5 | 0.4
CCOC(=O)C1CCCN(C(=O)c2cc(COc3ccc(C)nc3)on2)C1 (configuration not stated) | 0 | -5 | -1.7 | 0 | 4 | -0.2 | -0.3 | 1.7 | -0.2

A different layout for some results above.
| SMILES | Anthrax LF prot | GDH-TPI counter | FadD28 FP inh | Mtb FBA inh | BoNT F protease | Mtb UGM inh | Mtb BioA inh | BoNT-A LC inh2 | PfHsp40 yeast |
| --- | --- | --- | --- | --- | --- | --- | --- | --- | --- |
| CCC(C)OC(=O)C(C)Oc1ccc(-c2ccccc2)cc1 (configuration not stated) | -1 | -2 | -3.4 | -1 | 12 | -1.5 | -1.3 | 0.2 | 0.8 |
| Cc1cccc(Oc2nc3ccccn3c(=O)c2/C=C(\C#N)C(=O)NC2CCS(=O)(=O)C2)c1C (configuration not stated) | 1 | 8 | -0.7 | 51* | -6 | -1.8 | 0.2 | 0.5 | -2.7 |
| CCOC(=O)C1CCCN(C(=O)c2cc(COc3ccc(C)nc3)on2)C1 (configuration not stated) | 0 | -5 | -1.7 | 0 | 4 | -0.2 | -0.3 | 1.7 | -0.2 |
| CC(C)Oc1ccc(F)cc1-c1cc(C(=O)Nc2ccccc2)[nH]n1 | 5 | 19 | -1.5 | 2 | -1 | . | -4.8 | -0.5 | . |

The listing continues.
SMILES | Anthrax LF prot | GDH-TPI counter | FadD28 FP inh | Mtb FBA inh | BoNT F protease | Mtb UGM inh | Mtb BioA inh | BoNT-A LC inh2 | PfHsp40 yeast
O=C(CCS(=O)(=O)c1cccc2nonc12)N1CC(=O)N(CCc2ccccc2)C(=O)C1 | 0 | 1 | 0.5 | -7 | 8 | 2.9 | -0.8 | -0.8 | 0.0
COc1ccc2c(c1OC)C(=O)N1N=C(c3ccc(-c4ccccc4)cc3)CC21 (configuration not stated) | -6 | 2 | 0.0 | 2 | -4 | 0.3 | . | 0.0 | 0.5
OC1/C(=C/c2ccccc2F)N2CCC1CC2 (configuration not stated) | 2 | 8 | 0.1 | 3 | 5 | -2.1 | . | -0.7 | -1.1
COc1cccc(NC(=O)CN(C)C(=O)CNC(=O)c2ccccc2F)c1 | 18 | 6 | . | -1 | -3 | -0.4 | -1.8 | -2.0 | -1.0
CCOC(=O)c1cc(CC)sc1/N=C/C1=C(O)CCCC1=O | -1 | -7 | -4.3 | -2 | 1 | -2.3 | 0.4 | 0.6 | -1.1
COc1ccc2nc(SCC(=O)c3ccco3)[nH]c2c1 | 0 | 5 | -2.7 | 0 | 9 | 1.0 | 0.2 | 1.3 | -0.3
CCN(CC)c1ccc(NC(=O)COC(=O)CCC(=O)c2cccs2)cc1 | 3 | -11 | -3.7 | -1 | 3 | 0.5 | 0.7 | 2.2 | -0.4
CCN(CC)CCNc1nc2c(c(=O)[nH]c(=O)n2C)n1CCCc1ccccc1 | -7 | 3 | -0.8 | 1 | -12 | -1.1 | -2.8 | -1.6 | 0.2
CC(C)CNC(=O)C1CC(=O)OC12CCCCC2 (configuration not stated) | -1 | 6 | -1.3 | -2 | -4 | 1.6 | -1.4 | -0.8 | 0.5
COc1ccccc1/C=C1\SC(=S)N(CCC(=O)Nc2cccc(O)c2)C1=O | 2 | -1 | -1.4 | -1 | -9 | 0.2 | 0.7 | 0.4 | 0.1
Cc1ccc(OCC(=O)N/N=C/c2cccc3cccnc23)cc1 | 2 | 18 | -0.6 | -1 | -1 | -2.2 | 0.8 | 2.1 | 0.5
CCCn1c(SCC(=O)Nc2cc(S(=O)(=O)N(C)C)ccc2OC)n[nH]c1=O | 2 | 6 | -2.5 | 5 | -5 | 1.1 | . | 0.7 | 5.9
O=C(c1ccc(-c2cc3ccccc3oc2=O)cc1)N1CCN(c2ccc(Cl)cc2[N+](=O)[O-])CC1 | 0 | 10 | -3.2 | -1 | -5 | 0.2 | . | -0.1 | -0.4
CCN(CC)C(=S)Nc1ccc(Cl)c(Cl)c1 | -2 | -3 | -4.0 | -1 | -8 | -0.9 | -0.4 | -0.6 | 0.5
Cn1c(=O)c(=O)n(C)c2cc(S(=O)(=O)N3CCN(Cc4ccccc4)CC3)ccc21 | -1 | 13 | -2.7 | 3 | 5 | -0.1 | -1.2 | 1.4 | -1.6
CC1(C)Cc2cccc(OCC(=O)NC3CC3)c2O1 | -4 | -1 | -2.3 | 2 | -1 | 1.9 | -0.4 | -0.1 | 0.5
O=C(Cc1ccccc1)NC(=S)Nc1ccc(N2CCCCC2)cc1 | -2 | 0 | 0.5 | 6 | 7 | 4.9 | . | -0.6 | 2.3
Cc1cccc(OCc2nnc(SCC(=O)Nc3ccc(N4CCOCC4)cc3)o2)c1 | -2 | -3 | 0.1 | 0 | -3 | -2.8 | -0.8 | 0.8 | 0.5
CCOc1ccc(N(CC(=O)Nc2cccc(F)c2)S(=O)(=O)c2c(C)noc2C)cc1 | 0 | -4 | -2.8 | -1 | -5 | 0.1 | -1.3 | -0.4 | -0.9
COc1ccc(NC(=O)CCCCC(=O)Nc2ccc(OC)cc2)cc1 | 22 | 2 | 0.8 | 4 | 2 | -1.0 | 4.2 | -3.9 | -0.5
